High-throughput results as filed in PubChem BioAssay.
ARFGAP1 inhibitor: rat ARFGAP1 inhibition | Q62848 | Arfgap1-stimulated ARF1 GTP hydrolysis, GDP FP detection | inhibition, % at 16.5 µM | 0.26% of 360,000 active | AID 651572;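 active = inhibition above a per-plate limit, mean inhibition of low control wells plus 3 SD, cut at about 25% in these data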;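 also: 0% = DMSO wells with enzyme and 100% = wells lacking Arfgap1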
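material = rat Arfgap1 catalytic domain, aa 1-136 | also added = human ARF1(Δ1-17)-GTP substrate | compound dosing = one concentration, 16.5 µM, DMSO 1.26% | times = GTP hydrolysis reaction 2 h at 25 °C | measured by = FP, GDP Alexa 633 tracer displaced from anti-GDP antibody, 620/688 nm | evaluation = percent inhibition of Arfgap1-stimulated GTP hydrolysis | replication = single well per compound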
rCAG binder: binds r(CAG) RNA repeats; r(CAG) RNA repeat, TO-PRO-1 dye displacement fluorescence; inhibition, % at 3 µM; 1.3% of 370,000 active; AID 651821;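 active = inhibition above the plate cutoff, the mean of all test compounds on that plate plus 3 SD, cut at about 35% in these data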;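 also: 0% = DMSO alone and 100% = 100 µM mitoxantrone as full dye displacement; higher means more dye released from RNA so lower well fluorescence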
KLK7 zymogen act: activates the human kallikrein-7 zymogen. activation, % at 7 µM. 0.9% of 370,000 active. purified proKLK7, EDANS-DABCYL substrate fluorescence; 100% is mature enzyme control, 0% vehicle;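 active = activation above the mean of all tested compounds plus 3 SD, computed per campaign excluding outliers beyond control limits, cut at about 13% in these data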
HGIII-sPLA2 inh: Inhibits HGIII-sPLA2 liposome hydrolysis, primary screen; Q9NZ20; 0.56% of 370,000 active; AID 743126; QFRET BODIPY PC-A2 liposome hydrolysis, fluorescence; inhibition, % at 12.2 µM;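 active = inhibition above mean plus 3 SD of compounds lying within the high and low control bounds, cut at about 19% in these data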;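 also: 0% = median of test compound wells and 100% = no enzyme DMSO wells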
GC-A act: GC-A (human) enzyme activation. HEK293 GC-A cells, cGMP TR-FRET, EC30 ANP; 0% at EC30 ANP, 100% saturating ANP. P16066. activation, % at 10 µM. 0.14% of 370,000 active. AID 1671463; in the data active = activation above about 40%
Target sequence (P16066 whole entry, looked up): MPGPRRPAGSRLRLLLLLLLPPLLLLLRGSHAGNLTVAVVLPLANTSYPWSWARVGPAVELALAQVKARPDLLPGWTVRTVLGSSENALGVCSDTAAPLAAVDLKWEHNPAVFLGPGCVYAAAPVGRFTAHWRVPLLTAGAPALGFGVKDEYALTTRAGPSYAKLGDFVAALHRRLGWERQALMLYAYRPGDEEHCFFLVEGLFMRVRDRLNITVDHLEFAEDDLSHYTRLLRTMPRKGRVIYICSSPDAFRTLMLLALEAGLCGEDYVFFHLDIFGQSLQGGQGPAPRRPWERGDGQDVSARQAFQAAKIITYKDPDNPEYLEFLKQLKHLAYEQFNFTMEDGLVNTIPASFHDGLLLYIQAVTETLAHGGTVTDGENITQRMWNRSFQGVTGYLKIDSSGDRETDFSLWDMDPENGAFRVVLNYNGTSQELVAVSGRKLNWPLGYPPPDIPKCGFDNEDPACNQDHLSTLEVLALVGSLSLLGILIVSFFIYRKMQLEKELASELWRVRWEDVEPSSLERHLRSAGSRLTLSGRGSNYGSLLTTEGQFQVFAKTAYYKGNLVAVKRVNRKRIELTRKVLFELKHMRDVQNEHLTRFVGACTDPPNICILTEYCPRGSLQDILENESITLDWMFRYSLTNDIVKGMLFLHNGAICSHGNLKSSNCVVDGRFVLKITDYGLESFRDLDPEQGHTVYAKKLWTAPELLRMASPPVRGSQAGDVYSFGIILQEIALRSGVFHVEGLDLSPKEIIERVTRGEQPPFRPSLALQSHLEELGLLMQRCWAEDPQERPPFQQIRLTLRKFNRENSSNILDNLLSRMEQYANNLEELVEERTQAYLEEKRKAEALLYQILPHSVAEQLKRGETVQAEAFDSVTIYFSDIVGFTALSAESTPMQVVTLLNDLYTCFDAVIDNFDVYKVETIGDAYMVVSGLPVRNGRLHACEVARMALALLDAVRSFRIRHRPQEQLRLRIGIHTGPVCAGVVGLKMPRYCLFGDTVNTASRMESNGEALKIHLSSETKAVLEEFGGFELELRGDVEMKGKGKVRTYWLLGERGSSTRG
ADAM10 inh: inhibitors of human ADAM10. O14672. recombinant ADAM10, EDANS/DABCYL FRET peptide cleavage, 3 h. inhibition, % at 7 µM. 0.62% of 370,000 active;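 active = inhibition above a per-campaign cutoff equal to the mean of compounds falling between control-based bounds plus 3 SD, cut at about 20% in these data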;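 also: 0% = DMSO wells while the 100% control is not disclosed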
GC-B act: GC-B (human) receptor activation. 0.11% of 370,000 active. activation, % at 10 µM. HEK293-GC-B cells, CNP EC30, cGMP TR-FRET; 0% at EC30 CNP, 100% saturating CNP. P20594;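 active = activation at 10 µM reaching about 35% in either raw or pattern-adjusted values, limit read from the data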
ASAP1 inh: ASAP1 ArfGAP inhibition; Q9ULH1; ASAP1-stimulated ARF1 GTP hydrolysis, GDP FP detection; inhibition, % at 16.5 µM; 0.19% of 360,000 active; in the data active = inhibition above about 25%;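 also: 0% = vehicle with enzyme and substrate and 100% = no enzyme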
GAA850 FXN act: increases GAA850 frataxin promoter reporter activity | HEK293 lucGAA850 FXN promoter luciferase reporter, 24 h; percent of 10 µM SAHA response | activation, % at 6 µM | 0.56% of 360,000 active;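 active = activation above the average of all compounds screened plus 3 SD, cutoff fixed separately per campaign, cut at about 7.5% in these data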;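 also: 0% = DMSO wells and 100% = 10 µM SAHA wells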
DDE Tn6 FP inh: inhibitors of Tn6 peptide binding to human fibrin DD(E) | P02675 | inhibition, % at 8.3 µM | 0.21% of 370,000 active | Fibrin DD(E) TRITC-Tn6 fluorescence polarization displacement;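 active = inhibition above a per-campaign cutoff: mean of compounds within control limits plus 3 SD, cut at about 15% in these data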;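 also: 0% = median of all compound wells on the plate and 100% = blocking peptide control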
The depositor's hits bear a star; x = no result given.

Every second line gives: rCAG binder, GC-B act, ASAP1 inh, GAA850 FXN act, GC-A act, ADAM10 inh, DDE Tn6 FP inh, ARFGAP1 inhibitor, KLK7 zymogen act, HGIII-sPLA2 inh
> Cc1nc(-c2ccc(NC(=O)Cc3ccccc3)cc2)cs1
    -2, 1, -3, 0.4, -2, 6, -2, -1, -0.7, 2
> O=C(CN1C(=O)C(=O)N(C2CCCC2)C1=O)NCCc1ccc(F)cc1
    4, 1, 7, 0.2, -3, -14, 4, 4, -0.1, 4
> CC1C(=O)NC(=O)C1c1ccccc1 (stereo not drawn)
    -2, -5, -3, 1.5, 4, -5, 2, 4, -0.3, 10
> Cc1ccccc1Nc1nn2c(=O)c3ccccc3nc2s1
    4, 6, -2, 0.0, 16, 0, -4, 8, -0.6, -3
> C=CCOC(=O)C1=C(C)OC(N)=C(C#N)C1c1ccco1 (stereo not drawn)
    -1, -2, -6, 0.1, 3, -3, 1, -7, 0.3, -21
> CC(C)CCN(CCC(C)C)C(=O)Cc1c(O)c2ccccc2[nH]c1=O
    1, 1, 3, -0.4, 6, -9, 4, -8, 4.2, 2
> S=c1[nH]c2cnccc2n1Cc1ccccc1
    1, -3, 7, 1.5, 1, -5, 7, -9, 0.1, 16
> COc1ccc(Br)cc1/C=N/Nc1ccccn1
    5, -9, 5, 3.7, -7, -5, -7, -3, -0.4, -8
> COc1ccc(-c2cc(C(F)(F)F)n3nc(C(=O)O)cc3n2)cc1OC
    3, 5, 5, 0.8, -1, -7, 6, 2, -0.3, 6
> CCOc1ccc(N(CC(=O)N2CCCCCC2)S(C)(=O)=O)cc1
    -5, 3, 10, 0.5, 2, 6, 2, -12, -0.4, 14
> O=C(NCCc1ccccc1F)C1CC(=O)N(c2cccc(C(F)(F)F)c2)C1 (stereo not drawn)
    -6, 3, 0, -0.3, 3, -13, 3, 17, 0.6, -3
> CN(C)CCOc1cccc(Br)c1
    -2, 1, -5, -0.8, 1, -8, -1, -7, -0.3, 0
> CN1CCN(CCC(=O)Nc2cccc(Br)c2)CC1
    -3, 0, 9, -0.4, -12, -9, -1, 19, 0.2, 16
> CN(C)c1ncnc2c1ncn2[C@H]1CN(Cc2ccco2)C[C@@H](CO)O1
    1, -1, 6, -0.3, 4, -8, -6, -11, 1.4, -2
> O=C(CSc1nc2ccccc2[nH]1)NCc1ccccc1
    1, 2, 9, 1.7, 2, 7, 11, 6, -0.1, 1
> CCN(CC)CCNc1nc(-c2ccc(OC)cc2)c(-c2ccc(OC)cc2)s1
    0, -13, 4, 0.5, -30, -2, 6, 0, -0.3, 6
> Cc1c(C(=O)OCC(=O)Nc2ccc(C(=O)N(C)C)cc2)oc2ccccc12
    -3, -4, 0, 0.3, -1, 5, -4, 3, 0.7, -6
> Cc1cccc(C)c1-n1nnnc1C1(C)CCC(=O)N1CC1CCCCC1 (stereo not drawn)
    0, -3, 1, x, -4, -20, -10, 4, 0.4, 5
> Cc1cc(NC(=O)c2ccc(C#N)cc2)n(-c2ccccc2)n1
    1, 9, 4, 0.5, 5, 1, 3, -3, 0.3, 10
> Cc1ccc(NC(=O)C(=O)NCCN2CCN(C(=S)Nc3ccccc3)CC2)cc1
    0, 2, -3, 0.9, -5, -1, -3, 2, 0.1, 7
> O=C(c1ccc2c(c1)OCO2)C1CCCN(Cc2cn[nH]c2-c2cccc(F)c2)C1 (stereo not drawn)
    -5, -1, 1, 2.1, -3, -5, 0, -2, -0.4, -13
> COc1ccc(C(=O)Nc2cccc3ccccc23)cc1
    2, 0, 3, 0.6, 2, -4, 4, -12, -0.9, -4
> Cc1c(C(=O)NCc2ccccc2C(F)(F)F)sc(=O)n1Cc1ccc2ccccc2c1
    9, -15, 1, -0.9, -5, 18, -7, -4, 0.1, -14
> CCOc1ccc(C(=S)N2CCCC2)cc1OCC
    -5, 6, -4, 2.9, 6, -3, 8, -2, -0.1, 5
> CCCc1cc(C(N)=O)c(NC(=O)c2ccco2)s1
    11, -4, 8, 2.5, 0, -11, -5, 10, 11, 9
> COc1cc(NS(=O)(=O)c2ccc(NC(=O)/C(=C\c3ccccc3OC)NC(=O)c3ccccc3)cc2)nc(OC)n1
    63*, -1, -11, 1.7, -2, -7, -5, 9, 0.2, -41
> CC(C)c1ccccc1NC(=O)CCc1nc2ccccc2s1
    4, 1, -2, 2.4, -1, -3, 3, 0, 0.1, -9
> O=C(NCc1nnc(SCC(=O)N2CCN(c3ccccc3)CC2)o1)c1c(F)cccc1Cl
    2, 2, -4, -1.1, 0, 1, -6, -13, -0.1, -8
> O=C(Nc1ccccc1)c1ccc(NC(=O)c2cccs2)cc1
    -4, -1, 1, 5.0, -5, -13, -8, 5, -0.3, 3
> Cc1cc(NC(=O)c2ccc(F)cc2)no1
    -2, 1, -6, 3.4, 6, -1, 1, 0, 0.0, -3
> CC1CCN(CCCNC(=O)c2ccc(CSCc3cccc(Cl)c3)o2)CC1
    -5, 0, 1, -2.3, 0, 8, 5, -9, 0.1, -6
> COc1ccc(C(=O)N(Cc2ccco2)Cc2cccs2)c(O)c1
    -1, -2, 5, 1.1, 0, 2, 7, 5, 0.7, -16
> COc1cccc(CN2CCN(Cc3ccc4cccc(F)c4n3)CC2CCO)c1 (stereo not drawn)
    -9, -2, -13, -2.8, 2, 3, 0, 2, 0.1, -2
> Cc1cc(C)cc(N(CC(=O)NC2CCC(C)CC2)S(=O)(=O)c2ccc(Br)s2)c1 (stereo not drawn)
    1, -6, x, x, -6, 2, 11, x, -0.4, -1
> O=C(COC(=O)Cc1ccc(Cl)cc1)Nc1ccccc1-c1ccccc1
    -4, -10, 5, 2.2, -2, 3, 1, 3, 0.7, -27
> COc1ccc(OCc2cc(C(=O)NC3Cc4ccccc4C3)no2)c(Cl)c1
    4, -6, 5, 1.0, -3, 4, 3, 12, -0.3, 0
> C/C=C/C1=CC(=O)C[C@H](c2ccc3c(c2)OCO3)C1
    4, -4, -7, -0.4, 7, 0, -2, -2, -0.2, 5
> Cc1ccc(C2=NC3(CCCCC3)N=C2SCC(=O)Nc2ccc3c(c2)OCCO3)cc1
    2, 2, -3, -1.1, 6, -1, -6, 9, 0.5, 0
> COc1ccc(CCNC(=O)CSc2ncn[nH]2)cc1
    -3, 3, 13, -2.6, -2, 1, -5, 0, 0.5, 11
> O=C1CC(c2ccccc2)n2nc(NC(=O)c3ccccc3)nc2N1 (stereo not drawn)
    -1, 6, 7, 1.3, -1, 2, 3, 4, -0.1, -1
> CCn1c(=O)n(CC)c2cc(N3CCCC3)c(NC(=O)c3cccc(Cl)c3)cc21
    1, -4, 6, 1.1, 3, -47, 0, 13, 1.8, -3
> NC(Cc1ccc(Cl)cc1)c1csc(Nc2nccc(C(F)(F)F)n2)n1 (stereo not drawn)
    19, -4, 2, -0.9, -5, -7, -4, 10, 0.4, 11
> CC(C)(C)OC(=O)N1CCC(CNC(=O)Nc2ccccc2)CC1
    -6, 5, -13, 0.4, 2, 5, 0, 8, 0.0, -1
> CCCCN1C(=O)C(CC(=O)NC(c2ccccc2)c2ccccc2)CC(C(=O)N(CC)CC)=C1C (stereo not drawn)
    -2, -4, -5, -1.6, -3, -23, 0, -13, 0.9, -3
> CCN(Cc1ccccc1)S(=O)(=O)c1ccc(S(=O)(=O)N(Cc2ccccn2)Cc2ccco2)cc1
    2, -2, 7, -0.8, 2, -1, -3, -1, -0.3, -1
> O=C1N(C2CCCC2)C[C@@H]2C[C@@H](c3cccn3-c3ccccn3)N3CCC[C@@]123
    -2, -3, -11, 2.4, -1, 3, 0, 3, -0.1, 1
> O=C(Oc1ccc2c(c1)OCO2)c1ccc(Br)c(S(=O)(=O)N2CCOCC2)c1
    -1, 6, 3, 0.7, 5, 9, 5, -2, -0.2, -11
> CCCOc1ccc(-c2nc(OCC)c3ccccc3n2)cc1
    0, -4, 6, 1.4, -9, -5, -9, 11, -0.1, 3

In another format: 8 of the compounds above.
molecule,rCAG binder,GC-B act,ASAP1 inh,GAA850 FXN act,GC-A act,ADAM10 inh,DDE Tn6 FP inh,ARFGAP1 inhibitor,KLK7 zymogen act,HGIII-sPLA2 inh
O=C1CC(c2ccccc2)n2nc(NC(=O)c3ccccc3)nc2N1 (stereo not drawn),-1,6,7,1.3,-1,2,3,4,-0.1,-1
CCn1c(=O)n(CC)c2cc(N3CCCC3)c(NC(=O)c3cccc(Cl)c3)cc21,1,-4,6,1.1,3,-47,0,13,1.8,-3
NC(Cc1ccc(Cl)cc1)c1csc(Nc2nccc(C(F)(F)F)n2)n1 (stereo not drawn),19,-4,2,-0.9,-5,-7,-4,10,0.4,11
CC(C)(C)OC(=O)N1CCC(CNC(=O)Nc2ccccc2)CC1,-6,5,-13,0.4,2,5,0,8,0.0,-1
CCCCN1C(=O)C(CC(=O)NC(c2ccccc2)c2ccccc2)CC(C(=O)N(CC)CC)=C1C (stereo not drawn),-2,-4,-5,-1.6,-3,-23,0,-13,0.9,-3
CCN(Cc1ccccc1)S(=O)(=O)c1ccc(S(=O)(=O)N(Cc2ccccn2)Cc2ccco2)cc1,2,-2,7,-0.8,2,-1,-3,-1,-0.3,-1
O=C1N(C2CCCC2)C[C@@H]2C[C@@H](c3cccn3-c3ccccn3)N3CCC[C@@]123,-2,-3,-11,2.4,-1,3,0,3,-0.1,1
O=C(Oc1ccc2c(c1)OCO2)c1ccc(Br)c(S(=O)(=O)N2CCOCC2)c1,-1,6,3,0.7,5,9,5,-2,-0.2,-11
